From PubChem BioAssay
HCMV inh: inhibitors of human cytomegalovirus | HFF cells, HCMV-luciferase reporter, 72 h; active compounds read low | hit rate 4.5% among 410,000 | activity change, negative = inhibition, % at 57.5 µM; in the data active = activity change below about -60%; inconclusive = no clear call, values can overlap the other calls; inactive = above about -39%
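HFF cells seeded 16 h at 37C, treated with compounds, infected with luciferase-reporter HCMV at MOI 1 PFU/cell; luciferase read at 72 h post infection, normalized to buffer-only and Salinomycin controls.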
AmpC detergent: AmpC beta-lactamase inhibition with detergent present; P00811; AmpC hydrolysis of nitrocefin, absorbance 480 nm, 0.01% Triton; Potency, µM (series often up to 114 µM), without a hit: at the top dose activity change, negative = inhibition, most hits filed as inhibitors; hit rate 0.041% among 370,000;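 note: potency is the fitted concentration of half-maximal effect; 0% = no-compound wells and -100% = no-enzyme wells; nearly all actives have a fitted effect of over 25% in size; some results filed as inactive show a strong effect at the top dose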
Target sequence (P00811 whole entry, looked up): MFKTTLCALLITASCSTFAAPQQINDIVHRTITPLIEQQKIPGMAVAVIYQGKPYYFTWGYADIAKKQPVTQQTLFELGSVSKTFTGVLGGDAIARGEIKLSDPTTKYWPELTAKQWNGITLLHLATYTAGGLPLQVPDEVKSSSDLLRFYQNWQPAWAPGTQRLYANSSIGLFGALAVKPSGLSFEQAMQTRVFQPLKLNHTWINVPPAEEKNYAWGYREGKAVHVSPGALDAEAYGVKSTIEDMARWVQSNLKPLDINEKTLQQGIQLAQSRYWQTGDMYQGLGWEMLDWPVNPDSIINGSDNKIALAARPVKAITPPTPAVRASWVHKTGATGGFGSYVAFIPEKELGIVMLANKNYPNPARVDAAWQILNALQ
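AmpC (5.3 nM in the dispensed reagent) in 20 mM phosphate pH 7.0 with 0.01% (detergent screen) or 0.0001% Triton X-100 was preincubated with compounds for 15 min at room temperature. Nitrocefin was then added from an 800 uM solution, and hydrolysis was followed at 480 nm.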
Giardia FBPA inh: blocks Giardia fructose-bisphosphate aldolase activity; purified Giardia FBPA; Potency, µM (titrated, usually from 59.6 µM), without a hit: at the top dose activity, negative = inhibition, actives largely listed as inhibitors; hit rate 0.71% among 290,000; note: potency is the fitted concentration of half-maximal effect; nearly all actives have a fitted effect of over 55% in size
Target sequence (A8B2U2 whole entry, looked up): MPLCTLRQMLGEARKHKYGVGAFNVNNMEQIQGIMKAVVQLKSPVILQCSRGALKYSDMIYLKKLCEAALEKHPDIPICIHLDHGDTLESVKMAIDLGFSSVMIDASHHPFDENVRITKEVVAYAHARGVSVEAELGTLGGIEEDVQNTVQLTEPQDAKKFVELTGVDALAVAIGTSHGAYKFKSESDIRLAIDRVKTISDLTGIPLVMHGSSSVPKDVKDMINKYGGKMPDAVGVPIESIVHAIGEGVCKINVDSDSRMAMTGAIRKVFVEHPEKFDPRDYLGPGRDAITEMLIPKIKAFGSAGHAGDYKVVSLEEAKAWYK
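40 nM FBPA preincubated 10 min at RT with compound (up to 57.5 uM final), then substrate plus GAPDH/TPI/NAD/arsenate coupling and diaphorase/resazurin added. Fluorescence read after 20 min at RT, 525/598 nm.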
AmpC inh no detg: blocks E. coli AmpC beta-lactamase in detergent-free assay | Potency, µM (top dose mostly 57.1 µM), without a hit: at the highest dose activity change, negative = inhibition, actives largely listed as inhibitors | AmpC nitrocefin hydrolysis, absorbance 480 nm, 0.0001% Triton | AID 485341 | hit rate 0.52% among 330,000;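 note: potency is the fitted concentration of half-maximal effect; plate controls were no compound for no effect and no enzyme for full effect; nearly all actives have a fitted effect of over 20% in size; some results filed as inactive show a strong effect at the top dose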
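20 mM phosphate pH 7.0 + 0.01% (detergent screen) or 0.0001% Triton X-100; 5.3 nM AmpC reagent; cpd preinc 15 min RT; nitrocefin (800 uM stock) to start; A480 q20 s × 4 min; Activity was normalised to no-enzyme and no-compound control wells.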
HCV inh: inhibitors of hepatitis C virus infection; hit rate 3.4% among 340,000; Huh7.5.1 HCVcc-Cre infection, luciferase reporter, 44 h; Potency, µM (highest dose often 41.8 µM), for the others: at the top dose activity change, negative = inhibition, usual class: inhibitors; note: potency is the fitted concentration of half-maximal effect
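Cells seeded at 1,000/well and cultured 4 h, then compounds added followed by HCVcc-Cre virus (~0.5 moi). After 44 h further culture, luciferase substrate was added, plates held 15 min at room temperature, and luminescence read for 15 sec.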
Sm TGR block: blocks Schistosoma mansoni thioredoxin glutathione reductase; Q962Y6; Potency, µM (series often up to 114 µM), without a hit: top-dose activity change, negative = inhibition, hits mostly inhibitors; hit rate 3% among 360,000; AID 485364; purified TGR, DTNB reduction, TNB absorbance 405 nm; note: potency is the fitted concentration of half-maximal effect; nearly all actives have a fitted effect of over 60% in size
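TGR 20 nM + NADPH 100 uM (dispensed conc.), cpd preinc 15 min RT; start with NADPH (500 uM addition) then DTNB (15 mM addition). Kinetic TNB absorbance, 405 nm filter. Four-parameter Hill fit across titration.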
Numbers without * were called inactive; ? = inconclusive; / = no result given; [ ] = another dose, or the depositor's remark. Unless noted, calls come from the whole dose curve; as a rule, active = well fitted curve in the direction sought with a large enough effect; inconclusive = small, poorly fitted or top-dose-only effect, or another doubt; inactive = no such curve, though single readings can be large; an effect the other way counts as inactive or inconclusive. Unless noted, % is set by controls: 0 for no effect and ±100 for the full control effect.

SMILES	HCMV inh	AmpC detergent	Giardia FBPA inh	AmpC inh no detg	HCV inh	Sm TGR block
Cc1ccc(NC(=O)c2cccs2)cc1NC(=O)c1cccnc1	-7	?	-6%	-15%[11.4 µM]	8%	10%
c1ccc(CC(NCc2ccco2)c2ccccc2)cc1 (configuration not stated)	-11	-9%	0%	-9%	-16%	3%
Cc1nn(C(C)(C)C)c(NC(=O)c2ccc(Cl)cc2)c1Br	18	1%	3%	-16%	3%	0%
Cc1ccc(-n2c(C)cc(C(=O)COC(=O)c3ccc[nH]c3=O)c2C)cc1C	-21	-11%	11%	?	8%	0%
CN1C(=S)SC(N(O)C(=O)Nc2ccc(Cl)c(Cl)c2)C1(C)C (configuration not stated)	-20	-13%	-10%	-24%	0%	3%
CCOC(=O)c1c(NC(=O)c2ccccc2)sc2c1CCc1ccccc1-2	-21	-2%	-5%	-31%	-22%	1%
CCCC1Nc2ccc(C(=O)O)cc2C2C=CCC12 (configuration not stated)	/	-2%	-10%	-15%	-11%	40µM*
Cc1ccc(-c2nc3ccccc3c(=O)n2-c2cc(C)ccn2)cc1	-24	-3%	5%	9%	/	-1%
COc1ccccc1NC(=O)COc1ccccc1	17	?	-1%	-15%	5%	-3%
O=C(CN1CCC(N2CCCCC2)CC1)N1CCOCC1	8	?	?	-14%[11.4 µM]	/	-4%
COc1ccc(C2C(C#N)=C(N)Oc3c2c(C)nn3-c2ccccc2)cc1Cn1nc(C)c([N+](=O)[O-])c1C (configuration not stated)	-2	-4%	-12%	20%	8%	-12%
Cc1ccc(S(=O)(=O)n2cnc3ccccc32)c(C)c1	48	0%	-8%	-7%	1%	-18%
Cc1ccc(C)c(OCC(=O)NCC(C)(C)N2CCOCC2)c1	-14	2%	/	3%	3%	-1%
Nn1c(COc2cccc(Cl)c2)nc2ccccc2c1=O	50	9%	0%	-31%	-1%	4%
COc1ccc(S(=O)(=O)N2CCOCC2)cc1NC(=O)Cc1coc2cc(C)c(C)cc12	15	-3%	/	19%	-14%	-13%
COCCn1nnnc1C(c1ccc(OC)cc1)N1CCN(C(=O)c2ccco2)CC1 (configuration not stated)	-32	-8%	?	-1%	6%	-22%
O=C(O)C1CC=CCC1C(=O)Nc1ccccc1C(=O)N1CCN(c2ccc(F)cc2)CC1 (configuration not stated)	13	?	-1%	-21%	14%	-12%
CCCc1nc2ccccc2c(=O)n1CC(=O)c1ccc(F)cc1	14	0%	6%	-7%	8%	1%
O=C(NCCN1CCCCCC1)c1ccc(N2CCCC2=O)cc1	26	1%	-10%	9%	?	-26%
CC1(C)CC(=O)c2c(O)cc(O)cc2O1	-22	-2%	2%	-11%	4%	0%
CCCCOc1cccc(C2c3c(-c4cc(C)ccc4O)n[nH]c3C(=O)N2CCOC)c1 (configuration not stated)	-39	9%	/	/	/	8%
CN1CCS/C1=C/C=C1/SC(=S)N(Cc2ccccc2)C1=O	-19	-9%	?	-35%	-3%	-2%
COc1cccc(-c2nnc(SCC(=O)NCc3ccc4c(c3)OCO4)n2Cc2ccco2)c1	-3	-10%	-3%	-18%	-6%	45µM*
Cc1c(C(=O)O)oc2ccc(S(=O)(=O)NCc3ccccc3)cc12	3	-17%	2%	11%	7%	-10%
COc1ccccc1NC(=O)N1CCC(CN2CCc3ccccc3C2)CC1	19	2%	/	/	/	0%
CCc1ccc(-n2nc(C)c3c(C)cc(=O)n(CC(=O)Nc4ccc(OC)c(OC)c4)c32)cc1	37	19%	/	/	/	-4%
CCOc1ccc(/C=N/NC(=S)NC2CC3CC2C2C=CCC32)cc1 (configuration not stated)	27	?	2%	-46%	-9%	12%
CC(C)(C)OC(=O)N1CCC(c2c(C(=O)NCCN3CCC(Cc4ccccc4)CC3)cnn2-c2ccccc2)CC1	?	-7%	/	/	/	-3%
Cc1ccc(S(=O)(=O)N2CCCC(C(=O)NNCC(=O)Nc3cc(F)ccc3F)C2)cc1 (configuration not stated)	0	?	-9%	48%	1%	8%
O=C(CCc1nc(CN2CCN(S(=O)(=O)c3ccc(F)cc3)CC2)no1)N1CCCCC1	-36	15%	/	/	/	?
CCc1nn2cc(C(=O)c3cc(C)ccc3O)cnc2c1-c1ccc(F)cc1	-18	-7%	4%	-15%	?	0%
CC(C)(C)NC(=O)Cn1c(SCC(=O)Nc2nccs2)nc2ccccc21	-30	2%	1%	-12%	-2%	1%
COc1ccc(NC(=O)c2cc(S(=O)(=O)N3CCCCC3)c[nH]2)c(OC)c1	?	-6%	-5%	-30%	-6%	-10%
CCOC(=O)C1CCN(c2ncnc3c2oc2ccc(Cl)cc23)CC1	70	-12%	14%	111%[activator]	0%	-24%
FC(F)(F)c1cnc(N2CCN(C(=S)NCc3ccccc3)CC2)c(Cl)c1	-24	-5%	-7%	-37%	-27%	-2%
CCCCN1C=C(C(=O)OC)C(c2ccccc2Cl)C(C(=O)OC)=C1	-9	-6%	-2%	49%	-21%	8%
CCC(N=c1cc(-c2ccc(OC)cc2)oc2ccc(C)cc12)C(=O)O (configuration not stated)	50	-18%	-2%	10%	19%	-6%
C=CCc1c(C)nc2ccc(C(=O)OCC)cc2c1Cl	-8	4%	-3%	37%	-23%	11%
Cc1cnc(NC(=O)[C@H](C)N2C(=O)C3CCCCC3C2=O)s1 (some centres not stated)	14	1%	6%	-14%	4%	2%
Cc1cccc(Cn2nnc3c(=O)[nH]c(C4CCCN(C(=O)c5ccccc5Cl)C4)nc32)c1 (configuration not stated)	-11	-5%	/	/	/	-7%
CNC(=O)c1c2c(nc3ccc(Br)cc13)CCCC2	-1	-2%	7%	0%	25µM*	43%[activator]
c1ccc(CCc2ccncc2)cc1	-23	-14%	4%	-3%	12%	2%
CC(C)(CNC(=O)c1ccc(Cl)c(S(=O)(=O)N2CCc3ccccc3C2)c1)N1CCOCC1	-78*	-6%	2%	189%[activator]	7.1µM*	-3%
CCn1c(CCCOc2ccc(Cl)cc2Cl)nnc1SCC(=O)Nc1cc(F)ccc1C	24	-11%	6%	66%[activator]	?	-3%
COc1cc(Br)ccc1C1CC(=O)C(C)C(c2ccc(Br)cc2OC)N1 (configuration not stated)	4	-1%	10%	8%	-26%	-7%
O=C(O)c1nc2ccccc2nc1C(=O)O	85	-6%	-17%	1%	22%	9%
Clc1ccc(CSc2nnc(-c3ccncc3)o2)cc1	-70*	?	-23%	0%	?	10%
COc1cccc(NC2=NCC(=O)N2Cc2cccs2)c1	-6	?	-2%	0%	0%	-11%

A draw from above in order of count of non-hydrogen atoms, ascending.
SMILES	HCMV inh	AmpC detergent	Giardia FBPA inh	AmpC inh no detg	HCV inh	Sm TGR block
c1ccc(CCc2ccncc2)cc1	-23	-14%	4%	-3%	12%	2%
Clc1ccc(CSc2nnc(-c3ccncc3)o2)cc1	-70*	?	-23%	0%	?	10%
CCn1c(CCCOc2ccc(Cl)cc2Cl)nnc1SCC(=O)Nc1cc(F)ccc1C	24	-11%	6%	66%[activator]	?	-3%

Next records
SMILES	HCMV inh	AmpC detergent	Giardia FBPA inh	AmpC inh no detg	HCV inh	Sm TGR block
CCOc1ccc(CN2CCN(c3ncnc4scc(-c5ccccc5)c34)CC2)cc1	38	-2%	-6%	-10%	?	5%
COc1ccc(-n2ncc3c(=O)n(CC(=O)OCc4ccccc4)cnc32)cc1	18	0%	1%	-13%	5%	-2%
Cc1cc2cc(CNC(=O)CCC(=O)O)ccc2n1C	-13	2%	-18%	20%	19%	?
O=C(COC(=O)c1cc(S(=O)(=O)N2CCOCC2)c(Cl)cc1Cl)Nc1ncc(C(F)(F)F)cc1Cl	44	?	1%	-32%	12%	-2%

In the list so far, twelve contain a Cl atom:
SMILES	HCMV inh	AmpC detergent	Giardia FBPA inh	AmpC inh no detg	HCV inh	Sm TGR block
Cc1nn(C(C)(C)C)c(NC(=O)c2ccc(Cl)cc2)c1Br	18	1%	3%	-16%	3%	0%
CN1C(=S)SC(N(O)C(=O)Nc2ccc(Cl)c(Cl)c2)C1(C)C (configuration not stated)	-20	-13%	-10%	-24%	0%	3%
Nn1c(COc2cccc(Cl)c2)nc2ccccc2c1=O	50	9%	0%	-31%	-1%	4%
CCOC(=O)C1CCN(c2ncnc3c2oc2ccc(Cl)cc23)CC1	70	-12%	14%	111%[activator]	0%	-24%
FC(F)(F)c1cnc(N2CCN(C(=S)NCc3ccccc3)CC2)c(Cl)c1	-24	-5%	-7%	-37%	-27%	-2%
CCCCN1C=C(C(=O)OC)C(c2ccccc2Cl)C(C(=O)OC)=C1	-9	-6%	-2%	49%	-21%	8%
C=CCc1c(C)nc2ccc(C(=O)OCC)cc2c1Cl	-8	4%	-3%	37%	-23%	11%
Cc1cccc(Cn2nnc3c(=O)[nH]c(C4CCCN(C(=O)c5ccccc5Cl)C4)nc32)c1 (configuration not stated)	-11	-5%	/	/	/	-7%
CC(C)(CNC(=O)c1ccc(Cl)c(S(=O)(=O)N2CCc3ccccc3C2)c1)N1CCOCC1	-78*	-6%	2%	189%[activator]	7.1µM*	-3%
CCn1c(CCCOc2ccc(Cl)cc2Cl)nnc1SCC(=O)Nc1cc(F)ccc1C	24	-11%	6%	66%[activator]	?	-3%
Clc1ccc(CSc2nnc(-c3ccncc3)o2)cc1	-70*	?	-23%	0%	?	10%
O=C(COC(=O)c1cc(S(=O)(=O)N2CCOCC2)c(Cl)cc1Cl)Nc1ncc(C(F)(F)F)cc1Cl	44	?	1%	-32%	12%	-2%
